GASC-1 inh: human JMJD2C demethylase inhibition; Q9H3R0; AID 2099; 330,000 compounds, 0.069% hits; GST-JMJD2C(1-420) H3K9me3 demethylation, DELFIA europium; inhibition, % at 2.35 µM;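 active means more than half of a compound's replicate wells show inhibition beyond 50%, single wells judged on their own value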;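 further: signal counts dimethyl H3K9 product captured on neutravidin plate; 0% = median of DMSO wells and 100% = 0.3 times that DMSO median; strong numbers were not always called active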
AGP1-GFP MLPCN: alters AGP1-GFP fluorescence in TOR pathway yeast screen; 320,000 compounds, 0.02% hits; S. cerevisiae AGP1-GFP multiplex flow cytometry, 3 h; GFP as percent of DMSO wells; GFP response vs DMSO, % at 10 µM;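 active means GFP response relative to DMSO above a set limit, near screen average plus 3 SD, cut at about 150% in these data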;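 further: median GFP channel fluorescence of the gated AGP1 strain per well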
CIT2 TOR yeast: modulators of TOR pathway CIT2-GFP in S. cerevisiae | S. cerevisiae CIT2-GFP strain, flow cytometry, 3 h; 100 means same as DMSO wells | GFP response vs DMSO, % at 10 µM | 320,000 compounds, 0.065% hits | AID 2029;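 active means GFP response relative to DMSO above a set limit, near the screen mean plus 3 SD, cut at about 150% in these data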;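 further: ratio of well median GFP fluorescence to mean of DMSO wells on the plate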
LAP4-GFP MLPCN: yeast TOR pathway LAP4-GFP modulation; 320,000 compounds, 0.34% hits; S. cerevisiae LAP4-GFP multiplex, flow cytometry GFP, 3 h; median GFP as percent of DMSO wells; GFP response vs DMSO, % at 10 µM;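 active means GFP response vs DMSO above a set limit, about the screen mean plus 3 SD, cut at about 150% in these data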
VLA-4 inh: inhibition in a human VLA-4 binding assay; P13612; VLA-4 expressing cells, ligand binding flow cytometry; inhibition, % (about 7 µM as worked out from the volumes in the protocol); 330,000 compounds, 0.2% hits; in the data active means inhibition above about 50%
GRK2 inh: human GRK2 inhibition via aptamer displacement. inhibition of aptamer binding, % at 10 µM. P25098. bead flow cytometry, FAM-aptamer displacement from GRK2. 330,000 compounds, 0.59% hits;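 active means inhibition of aptamer binding above 40%, roughly 3 SD of noise, on plates passing a quality check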;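 further: median bead fluorescence of bound FAM aptamer so fluorescent compounds give negative values; no value below 0 was filed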
Target sequence (P25098 whole entry, looked up): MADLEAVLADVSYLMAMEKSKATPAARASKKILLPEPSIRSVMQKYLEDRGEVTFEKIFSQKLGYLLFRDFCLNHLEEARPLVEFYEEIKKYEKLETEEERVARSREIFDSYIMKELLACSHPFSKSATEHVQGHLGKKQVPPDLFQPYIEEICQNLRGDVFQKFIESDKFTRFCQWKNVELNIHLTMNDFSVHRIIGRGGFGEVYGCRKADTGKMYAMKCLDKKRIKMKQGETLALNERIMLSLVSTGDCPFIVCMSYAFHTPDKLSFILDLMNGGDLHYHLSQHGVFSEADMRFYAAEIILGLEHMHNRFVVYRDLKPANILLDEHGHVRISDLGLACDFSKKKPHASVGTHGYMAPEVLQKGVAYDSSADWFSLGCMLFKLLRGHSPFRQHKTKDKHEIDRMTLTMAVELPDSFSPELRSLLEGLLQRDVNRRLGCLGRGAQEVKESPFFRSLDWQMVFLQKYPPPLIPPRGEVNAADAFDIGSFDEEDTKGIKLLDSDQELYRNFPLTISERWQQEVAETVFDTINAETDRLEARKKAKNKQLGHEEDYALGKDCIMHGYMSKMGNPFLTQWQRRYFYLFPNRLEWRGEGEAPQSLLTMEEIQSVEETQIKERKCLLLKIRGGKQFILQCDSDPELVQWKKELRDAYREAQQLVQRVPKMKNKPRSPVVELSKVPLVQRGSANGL
RPL19A TOR yeast: alters RPL19A-GFP fluorescence in TOR pathway yeast screen; S. cerevisiae RPL19A-GFP strain, flow cytometry, 3 h; active compounds read low; percent response vs DMSO, % at 10 µM; 330,000 compounds, 0.3% hits; AID 2025;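 active means percent response vs DMSO below 50%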;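 further: median channel GFP fluorescence of the barcoded RPL19A-GFP strain; ratio of sample median GFP to plate DMSO average so 100% = DMSO; lower means less RPL19A-GFP as with rapamycin TOR inhibition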
MEP2 TOR yeast: modulators of TOR pathway MEP2-GFP in S. cerevisiae; S. cerevisiae MEP2-GFP strain, flow cytometry GFP, 3 h; 100% = DMSO control level; GFP response vs DMSO, % at 10 µM; 330,000 compounds, 0.51% hits; AID 2016;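 active means GFP response versus DMSO above a set limit, roughly screen mean plus 3 SD, cut at about 180% in these data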;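 further: median GFP fluorescence of the barcode-gated MEP2-GFP cells per well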
Numbers without * were called inactive; / = no result given.

Second line of a record: AGP1-GFP MLPCN	LAP4-GFP MLPCN	CIT2 TOR yeast	RPL19A TOR yeast	MEP2 TOR yeast	GRK2 inh	GASC-1 inh	VLA-4 inh
> COc1ccc(CCNC(=O)C(=O)NCC2CCCO2)cc1OC (stereo not drawn)
    97	93	100	100	96	1	6	5
> CNC(=S)NNC(=O)c1cccn(Cc2cccc(Cl)c2)c1=O
    90	94	92	94	94	4	-2	4
> CC(C)Cn1c(N)c(C(=O)COC(=O)CC23CC4CC(CC(C4)C2)C3)c(=O)n(C)c1=O
    106	103	104	96	105	1	8	13
> CCC1Oc2ccc(C)cc2N(CC(=O)NCCN2CCCCCC2)C1=O (stereo not drawn)
    99	96	101	98	104	0	3	26
> COc1cccc(CNC(=O)C(=O)NCC2OCCCN2S(=O)(=O)c2cc(C)ccc2C)c1 (stereo not drawn)
    85	78	84	97	82	0	-1	-6
> Cc1cc(C)cc(NC(=S)N(Cc2cccc(Br)c2)CC2CCC(C(=O)O)CC2)c1 (stereo not drawn)
    82	99	91	89	84	0	-1	5
> COc1ccc(OC)c(NC(=O)C2C3C=CC(C3)C2C(=O)NCc2cccnc2)c1 (stereo not drawn)
    106	108	108	98	105	2	-19	21
> O=c1ccccn1Cc1c(Cl)cccc1Cl
    96	96	107	98	98	3	6	-2
> CC(C)C[C@H](NC(=O)[C@H](Cc1ccccc1)n1c(=O)[nH]c2ccccc2c1=O)C(=O)N1CCC[C@@H]1C(=O)O
    96	101	93	96	104	3	2	30
> Cc1ccc(Cn2nnc3c(=O)n(CC(=O)N4CCN(c5ccccc5)CC4)cnc32)cc1
    102	99	102	101	101	3	13	-2
> CCOC(=O)c1c(C)n(C)c2c1cc(OC(C)=O)c1ccccc12
    101	95	103	105	107	1	4	-11
> Cc1cc(N2CCN(S(=O)(=O)c3ccc(Br)cc3)CC2)n2ncnc2n1
    28	85	84	50	142	0	-13	1
> COc1ccccc1/C=N/n1nnnc1N
    92	106	90	101	105	4	0	17
> O=C(NC1CCCC1)c1cccc(S(=O)(=O)N2CCCC2)c1
    97	92	94	98	97	0	9	0
> Cc1ccc(NC(=O)CSc2nc(C)c(Cc3ccccc3)c(=O)[nH]2)cc1
    104	103	110	102	106	3	-4	-7
> CN(C1CCCCC1)S(=O)(=O)CCNC(=O)c1ccccc1
    107	104	103	106	106	0	-22	13
> COC(=O)NC1CCS(=O)(=O)C1 (stereo not drawn)
    103	95	109	96	100	1	0	2
> O=C(Cn1nnc(-c2ccccc2)n1)N/N=C/c1cccc([N+](=O)[O-])c1
    100	101	96	99	99	1	-6	-4
> CCCOc1cccc(OCC(=O)Nc2nc3ccccc3[nH]2)c1
    103	106	98	109	102	0	-20	-14
> CCc1cccc(NC(=O)C2CCCN2S(=O)(=O)c2ccc3c(c2)n(C)c(=O)c(=O)n3C)c1 (stereo not drawn)
    105	107	93	98	99	0	10	-3

Second line of a record: AGP1-GFP MLPCN	LAP4-GFP MLPCN	CIT2 TOR yeast	RPL19A TOR yeast	MEP2 TOR yeast	GRK2 inh	GASC-1 inh	VLA-4 inh
> O=C(NNS(=O)(=O)c1ccc([N+](=O)[O-])cc1)C1CCCCC1
    104	105	100	92	95	1	5	9
> C/C=C/c1ccc(OC)c(OC(C)=O)c1
    103	99	104	102	105	0	-1	3
> C=CCn1c(=O)c2ccccc2n2c(SCC(=O)Nc3sc(C)c(CC)c3C(=O)OCC)nnc12
    91	96	86	93	94	0	13	-11
> CCOc1cc2c(cc1OC)C(c1cccc([N+](=O)[O-])c1)NCC2 (stereo not drawn)
    99	91	78	109	104	5	-3	-2
> COc1cccc(NC(=O)C(C)Oc2ccccc2)c1 (stereo not drawn)
    102	100	96	101	99	0	-15	13
> C=CCn1c(SCCN2C(=O)c3ccccc3C2=O)nc2scc(-c3ccccc3)c2c1=O
    110	94	104	103	105	0	-10	23
> COc1cc(NC(=O)n2ncc3cc(Cl)ccc32)cc(OC)c1
    98	98	97	101	100	4	3	-3
> O=C(C(Cc1ccccc1)n1cccc1)N1CCN(c2cccc(Cl)c2)CC1 (stereo not drawn)
    92	100	93	94	91	2	11	10
> CCOC(=O)C1C(=O)CC(C)(O)C(C(=O)OCC)C1c1ccc(NC(C)=O)cc1 (stereo not drawn)
    95	84	102	94	98	4	7	1
> COc1cc2ccccc2cc1C(=O)N(CCN(C)C)c1nc2c(C)cccc2s1
    100	94	91	93	90	0	-7	5
> COc1ccc(OC)c(NC(=O)CS(=O)(=O)Cc2nc(-c3ccccc3C)oc2C)c1
    99	106	95	96	97	0	-31	3
> C/C(=N\NC(=O)CSc1nc2ccccc2s1)c1cccnc1
    110	110	102	103	96	0	9	-2
> CCC(C(=O)Nc1ccon1)c1ccccc1 (stereo not drawn)
    95	78	100	105	94	0	-16	4
> O=C(CNC(=O)c1ccco1)NCC(=O)OCc1ccccc1Br
    98	98	99	99	100	0	12	6
> Cc1cccc(C(=O)O/N=C2/CC3CCC2(C)C3(C)C)c1 (stereo not drawn)
    94	105	95	96	94	4	2	-5
> Cn1c(C(=O)N[C@@H](C(=O)O)c2ccccc2)cc2cc(Cl)ccc21
    102	95	110	109	113	0	2	-20
> CC(C)CCSc1nc2c(c(=O)[nH]c(=O)n2C)n1CCCc1ccccc1
    90	91	92	96	95	0	167	-1
> N#Cc1cn(CC(=O)NCCc2c[nH]c3ccccc23)c2ccccc12
    102	100	99	100	100	0	0	-8
> Cc1ccc(S(=O)(=O)N2CCC[C@H]2C(=O)NCc2ccccc2Cl)cc1
    104	93	116	100	114	1	1	3
> COc1ccc(Cc2nnc(NC(=O)c3cccc([N+](=O)[O-])c3C)s2)cc1
    100	99	100	98	102	1	4	0

Second line of a record: AGP1-GFP MLPCN	LAP4-GFP MLPCN	CIT2 TOR yeast	RPL19A TOR yeast	MEP2 TOR yeast	GRK2 inh	GASC-1 inh	VLA-4 inh
> CC(=O)Nc1sc2c(c1C#N)CCC2
    90	85	98	94	94	2	-2	-12
> O=C(O)c1ccccc1C(=O)O
    93	100	87	94	94	0	-3	13
> Cc1cc(C2CCCCC2)n(O)c(=O)c1
    84	192*	61	100	91	2	/	11
> COC(=O)c1cc(OC)c(OC)cc1NC(=O)Nc1ccc(OC)cc1OC
    102	100	107	101	100	1	-2	-6
> Cc1ccc(NC(=O)CN(C)C(=O)CSc2nnc(C(F)(F)F)n2C)cc1
    105	99	98	103	105	2	-5	-10
> CCOC(=O)c1c(NCc2ccc3c(c2)OCO3)c2ccccc2[nH]c1=O
    103	100	95	99	94	1	5	5
> O=C(NCc1ccc(F)cc1)c1cccc(S(=O)(=O)N2CCCC2)c1
    94	92	86	90	93	0	-6	-1
> CC1C=Cc2ccccc2N1C(=O)c1ccccc1 (stereo not drawn)
    102	103	94	93	100	0	-4	14
> Cc1ccc(NC(=S)N/N=C2/CCCc3c(C)cc(C)cc32)cc1
    106	97	120	101	106	0	4	10
> CSc1ncc(Cl)c(C(=O)Nc2ccc(S(=O)(=O)Nc3nccc(C)n3)cc2)n1
    96	81	105	101	104	0	-1	6
> COc1ccc(NC2CCCN(C(=O)c3cccc(C)n3)C2)cc1OC (stereo not drawn)
    95	84	102	103	107	4	-21	-11
> Cc1ccc(-c2cc3ncc(C#N)c(N)n3n2)cc1
    101	102	102	104	107	2	1	2
> Cn1nc(-c2ccc(OCC(N)=O)cc2)c2ccccc2c1=O
    98	90	101	100	99	1	3	16
> O=C(Nc1ccc(F)cc1)c1ccc(S(=O)(=O)NCC2CCCO2)cc1 (stereo not drawn)
    104	97	95	98	100	1	6	10
> O=C(CN1C(=O)C2CCCCC2C1=O)Nc1cccc(C(F)(F)F)c1 (stereo not drawn)
    103	90	111	102	105	0	-8	23
> COc1ccc(Cn2c(O)c(/C=C3/C=CC=N3)c(=O)[nH]c2=O)cc1
    100	101	97	96	102	0	-8	-8
> Cc1cccc(-n2c(=O)cc(N3CCN(c4ccc(F)cc4)CC3)[nH]c2=O)c1
    99	111	98	101	96	0	12	-5
> O=C(CCC1CCCN(C(=O)C2=CCCCC2)C1)N1CCN(c2ccccn2)CC1 (stereo not drawn)
    104	97	107	100	106	0	-7	20
> COC(=O)C(C(=O)OC)c1ccccc1[N+](=O)[O-]
    97	110	93	99	120	1	-2	-4
> COc1ccc(CNc2ncc(-c3ccccc3)n2C)c(OC)c1OC
    98	95	101	103	105	1	-1	-13

Second line of a record: AGP1-GFP MLPCN	LAP4-GFP MLPCN	CIT2 TOR yeast	RPL19A TOR yeast	MEP2 TOR yeast	GRK2 inh	GASC-1 inh	VLA-4 inh
> O=C(NCc1cccnc1)Nc1cccc(NC(=O)NCc2cccnc2)c1F
    82	92	83	98	94	0	8	6
> COc1ccc(-c2nn(-c3ccccc3)cc2/C=N/Nc2ccccn2)cc1
    95	106	93	94	97	5	16	4
> COc1ccc(S(=O)(=O)N2CCSC2c2ccc(OC)c(OC)c2)cc1 (stereo not drawn)
    96	100	103	98	96	0	-4	3
> COCCCn1c(SCc2cc(=O)[nH]c3ccccc23)nnc1-c1ccco1
    104	99	102	101	107	5	15	-6
> CCCC(C(=O)NC1CCCC1)N(CCN(CC)CC)C(=O)c1snc(C(N)=O)c1N (stereo not drawn)
    101	101	99	106	108	0	5	1

Just MEP2 TOR yeast, GASC-1 inh and LAP4-GFP MLPCN, for some of the entries so far:
| smiles | MEP2 TOR yeast | GASC-1 inh | LAP4-GFP MLPCN |
| --- | --- | --- | --- |
| O=C(NCc1cccnc1)Nc1cccc(NC(=O)NCc2cccnc2)c1F | 94 | 8 | 92 |
| COc1ccc(-c2nn(-c3ccccc3)cc2/C=N/Nc2ccccn2)cc1 | 97 | 16 | 106 |

Structures shown so far that have an aryl thioether with sulfur outside any ring (8):
Second line of a record: AGP1-GFP MLPCN	LAP4-GFP MLPCN	CIT2 TOR yeast	RPL19A TOR yeast	MEP2 TOR yeast	GRK2 inh	GASC-1 inh	VLA-4 inh
> Cc1ccc(NC(=O)CSc2nc(C)c(Cc3ccccc3)c(=O)[nH]2)cc1
    104	103	110	102	106	3	-4	-7
> C=CCn1c(=O)c2ccccc2n2c(SCC(=O)Nc3sc(C)c(CC)c3C(=O)OCC)nnc12
    91	96	86	93	94	0	13	-11
> C=CCn1c(SCCN2C(=O)c3ccccc3C2=O)nc2scc(-c3ccccc3)c2c1=O
    110	94	104	103	105	0	-10	23
> C/C(=N\NC(=O)CSc1nc2ccccc2s1)c1cccnc1
    110	110	102	103	96	0	9	-2
> CC(C)CCSc1nc2c(c(=O)[nH]c(=O)n2C)n1CCCc1ccccc1
    90	91	92	96	95	0	167	-1
> Cc1ccc(NC(=O)CN(C)C(=O)CSc2nnc(C(F)(F)F)n2C)cc1
    105	99	98	103	105	2	-5	-10
> CSc1ncc(Cl)c(C(=O)Nc2ccc(S(=O)(=O)Nc3nccc(C)n3)cc2)n1
    96	81	105	101	104	0	-1	6
> COCCCn1c(SCc2cc(=O)[nH]c3ccccc23)nnc1-c1ccco1
    104	99	102	101	107	5	15	-6

Screening results deposited in PubChem by several laboratories.
